UBC13 polyUb: inhibitors of human UBC13 polyubiquitin chain formation. P61088. TR-FRET. inhibition, % at 20 µM. hit rate 0.47% among 330,000. AID 485273; in the data active means inhibition above about 45%, passing the limit was not always enough
Target sequence (P61088 whole entry, looked up): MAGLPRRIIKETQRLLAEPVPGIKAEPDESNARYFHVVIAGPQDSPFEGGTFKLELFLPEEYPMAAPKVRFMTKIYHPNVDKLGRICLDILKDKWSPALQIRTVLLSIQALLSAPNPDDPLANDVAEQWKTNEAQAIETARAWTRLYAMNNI
ATG4B inhibitor: inhibitors of human ATG4B cysteine protease. Q9Y4P1. ATG4B cleavage of LC3-PLA2, NBD-HPC fluorescence, 1 h. inhibition, % at 8.33 µM. hit rate 0.51% among 340,000. AID 504462; in the data active means inhibition above about 40%
CXCR6 inh: blocks human CXCR6 beta-arrestin recruitment. O00574. CHO-K1 PathHunter CXCR6 beta-arrestin, luminescence. inhibition, % at 20 µM. hit rate 0.36% among 360,000. AID 602244; in the data active means inhibition above about 34%, passing the limit was not always enough;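 further: antagonist mode with CXCL16 agonist at 10 nM final; 0% = 10 nM CXCL16 with DMSO and 100% = unstimulated wells without agonist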
Target sequence (O00574 whole entry, looked up): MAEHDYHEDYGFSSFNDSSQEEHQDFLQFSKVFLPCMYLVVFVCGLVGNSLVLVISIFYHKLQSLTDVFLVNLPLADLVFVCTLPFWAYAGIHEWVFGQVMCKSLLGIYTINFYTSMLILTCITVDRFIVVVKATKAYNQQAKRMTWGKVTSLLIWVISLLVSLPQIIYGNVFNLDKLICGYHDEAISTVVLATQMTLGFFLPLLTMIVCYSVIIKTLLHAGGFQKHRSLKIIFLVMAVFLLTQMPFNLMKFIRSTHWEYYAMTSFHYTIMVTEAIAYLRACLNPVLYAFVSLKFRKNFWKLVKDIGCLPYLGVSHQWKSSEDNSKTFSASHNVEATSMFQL
CCR6 antagonist: antagonists of human CCR6 receptor. inhibition, % at 20 µM. hit rate 0.49% among 340,000. CHO-K1 CCR6 PathHunter beta-arrestin, luminescence, CCL20-stimulated. P51684;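 active means compounds whose inhibition of the agonist-driven luminescence signal at 20 µM reaches about 50%, limit read from the data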;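 further: cells stimulated with CCL20 at 14 nM final; plate controls were DMSO with CCL20 for no effect and DMSO without agonist for full effect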
Gli-Sufu antag: blocks Gli-Sufu signaling in a luciferase reporter; Sufu-KO-LIGHT fibroblasts, Gli luciferase reporter luminescence; inhibition, % at 5 µM; hit rate 0.74% among 340,000;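 active means inhibition above about 55%, limit read from the data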;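 further: 0% = DMSO-treated cells and 100% = wells with medium but no cells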
EBI2 block: blocks human EBI2 receptor beta-arrestin signaling | P32249 | EBI2 beta-arrestin recruitment, luminescence, 7a,25-OHC stimulated | inhibition, % at 5 µM | hit rate 0.81% among 360,000; in the data active means inhibition above about 38%;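 further: enzyme fragment complementation signal reports receptor beta-arrestin coupling in cells; 0% = agonist plus DMSO wells and 100% = wells without agonist; some results beyond the cut were filed as inactive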
APJ ag: agonists of human APJ apelin receptor | CHO-K1 APJ PathHunter beta-arrestin, luminescence; 0% DMSO wells, 100% apelin | P35414 | AID 2520 | activation, % at 20 µM | hit rate 0.11% among 330,000;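 active means activation more than six SD over the plate average, tested at 20 µM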;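 further: 0% = DMSO alone and 100% = apelin-13 at 10 nM; some results filed as inactive read as strong as hits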
Target sequence (P35414 whole entry, looked up): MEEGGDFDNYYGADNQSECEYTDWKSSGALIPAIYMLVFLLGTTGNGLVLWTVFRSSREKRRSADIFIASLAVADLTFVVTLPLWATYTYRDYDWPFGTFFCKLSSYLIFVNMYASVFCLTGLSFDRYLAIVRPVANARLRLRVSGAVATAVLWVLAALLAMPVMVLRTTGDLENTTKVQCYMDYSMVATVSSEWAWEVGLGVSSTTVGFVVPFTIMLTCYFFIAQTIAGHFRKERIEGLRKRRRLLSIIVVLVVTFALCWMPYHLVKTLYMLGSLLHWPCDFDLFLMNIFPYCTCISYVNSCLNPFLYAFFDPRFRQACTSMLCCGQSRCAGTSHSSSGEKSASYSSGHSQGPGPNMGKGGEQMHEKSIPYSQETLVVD
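Test system – PathHunter CHO-K1 APJ (AGTRL-1) beta-arrestin reporter cells · Input – 1000 cells/well · Compound – single test compound dose, 20 µM final, 1% DMSO · Times – compound stimulation 90 min at 25 °C, detection 60 min · Technique – beta-gal luminescence · Read-out basis – APJ–arrestin association signal · Control set – negative DMSO alone, positive Apelin-13 at 10 nM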
APJ antag: antagonists of human APJ apelin receptor. P35414. CHO-K1 APJ beta-arrestin complementation, luminescence. inhibition, % at 20 µM. hit rate 0.32% among 330,000. AID 2521;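 active means inhibition above about 40% at 20 µM, limit read from the data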;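 further: cells challenged with 10 nM apelin-13 agonist together with compound; plate controls were apelin-13 plus DMSO wells for no effect and DMSO wells lacking apelin-13 for full effect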
An asterisk follows results filed as active; i = inactive; nt = not tested or not shown; & = joins results of further samples. This is a subset. The share of hits here may be higher or lower than overall.

nr	Structure	UBC13 polyUb	ATG4B inhibitor	CXCR6 inh	CCR6 antagonist	Gli-Sufu antag	EBI2 block	APJ ag	APJ antag
1	Cc1ccc(NC(=O)c2ncn(CCCNCCN3CCOCC3)n2)cc1C	nt	1	5	1	8	-3	nt	nt
2	Cc1[nH]c2c(Cl)cccc2c1CCN	0	-7	nt	-12	-10	nt	-1	16
3	COc1ccc2[nH]c(C)c(CCNCc3cc(OC)c(OC)c(OC)c3)c2c1	6	-3	-6	5	11	-10	-1	-11
4	CCOP(=O)(OCC)Oc1cc(C)c(N(C)C)c(C)c1	nt	15	4	7	-7	-3	nt	nt
5	C[C@]12CCC3C(CC[C@H]4C[C@@H](O)CC[C@]34C)C1C[C@@H](O)[C@H]2O (some centres undefined)	1	-2	-7	6	-1	-12	-2	10
6	Cn1c(O)c(C=NC2CCN(Cc3ccccc3)CC2)c(=O)n(C)c1=O	-2	-11	1	15	6	-4	-4	1
7	O=C(c1cccs1)C1CN2CCC1CC2 (centres undefined)	12	6	7	-9	7	-13	-5	7
8	C#CCOc1ccc2c(c1)c(C(C)=O)c(C)n2Cc1ccccc1	9	-7	-3	12	6	-2	-4	23
9	c1ccc(-c2nnc(C3CC(c4cccnc4)=NO3)o2)cc1 (centres undefined)	4	-1	-2	4	-3	-16	-2	20
10	COC(=O)C1=C(c2ccc3ccccc3c2)C[C@@H]2CC[C@H]1N2C(=O)NCc1ccco1	-11	-12	14	17	9	7	-4	6
11	CC1CCCCN1C(=O)c1ccc(N2CC3CC(C2)c2cccc(=O)n2C3)c([N+](=O)[O-])c1 (centres undefined)	-17	8	0	-3	8	-1	-3	25
12	O=c1c2ccccc2nc(/C=C/c2ccc([N+](=O)[O-])o2)n1-c1ccc(O)cc1	-6	5	-1	3	75*	8	-1	-49
13	CC(=O)Nc1nnc(CCN(CCc2nnc(NC(C)=O)s2)[N+](=O)[O-])s1	0	-11	3	2	-2	-10	-5	26
14	COc1ccc(N2C(=O)/C(=C/c3ccc(N(C)C)o3)C(=O)NC2=S)cc1	i	6	18	31	42	-1	-3	31
15	CC12C=CC(=O)C=C1CC(O)C1C2CCC2(C)C1CCC2(C)O (centres undefined)	nt	1	-4	-2	-1	-5	nt	nt
16	COc1ccc(CC(=O)Nc2ccc3c(C(F)(F)F)cc(=O)oc3c2)cc1OC	-21	-4	-1	3	-2	-13	2	-2
17	C=CCn1c(O)c(C(C)=Nc2ccc(N(CC)CC)cc2)c(=O)[nH]c1=O	0	-3	-1	-3	5	-2	-4	6
18	CC1(C)C(=O)C=C[C@]2(C)[C@H]3CC[C@@]4(C)[C@H](c5ccoc5)OC(=O)[C@H]5O[C@]54[C@]3(C)[C@H](O)C[C@@H]12	2	7	nt	3	12	nt	-1	8
19	Cc1ccc(CC2C(=O)N(C)C(=O)N(C)C2=O)s1	-9	-6	-1	2	2	6	-4	-1
20	CSc1ccc(C(=O)C2CCCN(C)C2)cc1 (centres undefined)	-5	0	4	-18	16	7	-2	7
21	CCN1CCN(Cc2ccc(C)cc2C)CC1	-3	-7	-2	0	5	-5	-5	8
22	Cc1nc2c(=O)n(C)c(=O)nc-2n(C)n1	-23	82*	-4	1	76*	-6	10	-33
23	CCC(C)n1c(O)c(C=NC(C)c2ccccc2)c(=O)[nH]c1=S (centres undefined)	4	-1	-4	25	1	3	-3	-29
24	O=C(/C=C/c1ccccc1)NC(=S)N1C[C@H]2C[C@H](C1)c1cccc(=O)n1C2	-7	-17	6	5	-2	-6	-2	-2
25	COc1cc(N2C(=O)CC(=O)NC2=O)cc(OC)c1OC	-11	2	-9	-5	-9	-14	-2	-5
26	C[C@]12CC[C@@H](O)CC1=CCC1C2CC[C@@]2(C)C1C[C@@H](F)[C@H]2O (some centres undefined)	nt	0	-7	5	3	-6	nt	nt
27	O=P(O)(Oc1ccccc1)OC(c1ccccc1)C(F)(F)F (centres undefined)	2	-2	-4	-8	-6	1	1	-2
28	CCOP(=S)(OCC)C(O)CCCCCn1c(=O)c(F)cn(C2CCCO2)c1=O (centres undefined)	3	-11	1	-4	-15	-2	-5	10
29	CCOP(=O)(C#CC(C)(C)C)C1(O)CCCCC1 (centres undefined)	3	-11	-14	-10	-1	-9	-3	-15
30	COC(=O)C1=C(c2ccc(OCc3ccccc3)cc2)C[C@@H]2CC[C@H]1N2C(=O)NCc1ccccc1	4	-3	17	11	14	39	-3	2
31	Cc1cc(=O)oc2c(C)c(OCC(=O)N3CCN(Cc4ccccc4)CC3)ccc12	0	-9	0	8	-10	-5	1	10
32	Cn1c(O)c(N=Nc2ccc(S(=O)(=O)N3CCOCC3)cc2)c(=O)n(C)c1=O	-7	3	11	0	-4	5	-4	15
33	CCCCn1c(O)c(C(C)=NCCc2c[nH]c3ccccc23)c(=O)[nH]c1=O	10	-3	1	10	4	-4	6	-6
34	COc1cc2c(cc1OC)-c1c(OC)c(OC)cc3c1C(C2)N(C)CC3 (centres undefined)	-129	-22	-8	4	3	-8	-2	-159
35	CC(C)(C)C(O)C(Oc1ccc(Cl)cc1)n1cncn1 (centres undefined)	0	4	-6	7	33	5	2	21
36	COc1ccc(F)cc1C(=O)C1CCCN(Cc2ccc(O)cc2)C1 (centres undefined)	7	-4	-9	14	12	-14	-1	-12
37	Clc1cc(I)cc(Cl)c1NC1=NCCN1	0	2	-1	4	-7	2	-2	5
38	COc1cc(N2CCOCC2)ccc1/C=C1\C(=O)NC(=O)N(C2CCCCC2)C1=O	-13	-4	-5	-1	-6	-4	-1	-27
39	C[C@]12CC[C@H](O)C[C@H]1CC[C@@H]1[C@@H]2CC[C@]2(C)[C@@H](C3=CC(=O)OC3)CC[C@]12O	4	1	-1	4	0	2	0	-3
40	COc1ccc(CC(=O)C2C(=O)N(C)c3ccccc32)cc1OC (centres undefined)	nt	6	-1	11	-12	-5	nt	nt
41	CC1(c2ccccc2)NCCN2C(=O)CSC21 (centres undefined)	-6	-6	-5	-7	2	-4	2	15
42	Cc1cccc(-n2c(-c3ccco3)nc3ccccc3c2=O)n1	6	-2	3	-2	-5	4	-9	18
43	Cc1ccccc1-n1c(O)c(C(c2ccncc2)c2c(O)n(-c3ccccc3C)c(=O)[nH]c2=O)c(=O)[nH]c1=O	3&-5	-5&4	4&0	0&-1	-1&6	-13&-6	1&1	9&4
44	COc1ccccc1-n1c(-c2ccoc2)nc2ccccc2c1=O	-1	1	5	1	0	3	-1	10
45	CC(C)NC(=O)Cn1cc(C(=O)c2ccccc2F)c2ccccc21	2	-13	2	10	-14	7	-3	-2
46	CCc1ccc(C(=O)C23CN4CN(CN(C4)C2)C3)cc1	2	-2	5	17	1	-14	-5	-13
47	CCOc1ccc(N=Cc2c(O)n(CCc3ccc(OC)c(OC)c3)c(=O)[nH]c2=O)cc1	5	1	-2	-2	0	9	2	3
48	CC(C(=O)c1c[nH]c2ccccc12)N1CCc2ccccc2C1 (centres undefined)	7	-6	-4	3	3	13	0	-9
49	Cc1ccc(P(=S)(c2ccc(C)o2)N2CCOCC2)o1	-5	-6	4	11	-6	9	-1	20
50	CC12CN3CCN(CC(C3)/C1=N/NC(N)=O)C2	-5	-2	0	4	-3	-6	1	17

Next section.
nr	Structure	UBC13 polyUb	ATG4B inhibitor	CXCR6 inh	CCR6 antagonist	Gli-Sufu antag	EBI2 block	APJ ag	APJ antag
51	COC(=O)C1=C(c2cccc(OC)c2OC)C[C@@H]2CC[C@H]1N2C(=O)NCc1ccc(F)cc1	-5	5	-5	5	0	-2	-5	4
52	CCCCn1c(=O)c(C(=O)NCc2ccccc2)c(O)c2ccccc21	16	-3	-8	8	4	-9	-3	-4
53	Clc1ccc(N2CCN(Cc3ccccc3Cl)CC2)cc1	-3	9	-10	11	4	3	-5	-16
54	Cn1c(CN2CCN(C(=O)COc3ccccc3)CC2)nc2cc([N+](=O)[O-])ccc21	-1	-6	-7	-8	15	27	0	-10
55	CC(=NCCCN1CCCCC1)c1c(O)n(Cc2ccccc2)c(=O)[nH]c1=O	2	-7	5	9	9	-4	-3	0
56	COC(=O)C1=C(c2cccc(OC)c2OC)C[C@@H]2CC[C@H]1N2C(=O)NCc1ccccc1	-6	5	-3	7	-19	-14	-3	2
57	O=C(c1cc2c(s1)CCCCCC2)N1CCC2(CC1)OCCO2	-4	0	0	3	-10	-4	-3	4
58	O=C(CN1CCCCC1)c1cccc(Br)c1	-2	-2	28	68*	0	2	-6	-12
59	CC12CNCC(C)(CNC1)C2O (centres undefined)	57*	-6	-5	1	0	5	-2	15
60	Cc1c(C(c2ccc(Br)cc2)c2c(O)c3ccccc3oc2=O)c(=O)n(-c2ccccc2)n1C (centres undefined)	1	3	-4	1	4	-11	-4	-15
61	Clc1cccc(CNCCc2c[nH]c3ccccc23)c1	12	-8	0	4	24	-2	-1	22
62	O=c1[nH]c(=O)n(CCC2=CCCCC2)c(O)c1C=NCCCn1ccnc1	-4	-6	4	6	16	-1	-3	-17
63	C=Cn1ccnc1P(=S)(c1ccn(C)c1)c1nccn1C=C	-8	-7	4	-3	3	-7	-6	-17
64	O=Cc1c(C(=O)O)n(Cc2ccc(Cl)cc2)c2ccccc12	-4	25	4	5	1	-26	0	-20
65	CCCC1(CCO)C(=O)NC(=S)NC1=O	nt	8	0	-1	-8	8	nt	nt
66	COc1ccc(-n2c(O)c(C(C)=Nc3ccc4c(c3)CCC4)c(=O)[nH]c2=O)cc1	-3	-8	0	-13	-7	-4	-3	-8

A draw from above in order of SMILES length, descending:
nr	Structure	UBC13 polyUb	ATG4B inhibitor	CXCR6 inh	CCR6 antagonist	Gli-Sufu antag	EBI2 block	APJ ag	APJ antag
51	COC(=O)C1=C(c2cccc(OC)c2OC)C[C@@H]2CC[C@H]1N2C(=O)NCc1ccc(F)cc1	-5	5	-5	5	0	-2	-5	4
60	Cc1c(C(c2ccc(Br)cc2)c2c(O)c3ccccc3oc2=O)c(=O)n(-c2ccccc2)n1C (centres undefined)	1	3	-4	1	4	-11	-4	-15
47	CCOc1ccc(N=Cc2c(O)n(CCc3ccc(OC)c(OC)c3)c(=O)[nH]c2=O)cc1	5	1	-2	-2	0	9	2	3
13	CC(=O)Nc1nnc(CCN(CCc2nnc(NC(C)=O)s2)[N+](=O)[O-])s1	0	-11	3	2	-2	-10	-5	26
14	COc1ccc(N2C(=O)/C(=C/c3ccc(N(C)C)o3)C(=O)NC2=S)cc1	i	6	18	31	42	-1	-3	31
16	COc1ccc(CC(=O)Nc2ccc3c(C(F)(F)F)cc(=O)oc3c2)cc1OC	-21	-4	-1	3	-2	-13	2	-2
62	O=c1[nH]c(=O)n(CCC2=CCCCC2)c(O)c1C=NCCCn1ccnc1	-4	-6	4	6	16	-1	-3	-17
57	O=C(c1cc2c(s1)CCCCCC2)N1CCC2(CC1)OCCO2	-4	0	0	3	-10	-4	-3	4
50	CC12CN3CCN(CC(C3)/C1=N/NC(N)=O)C2	-5	-2	0	4	-3	-6	1	17
22	Cc1nc2c(=O)n(C)c(=O)nc-2n(C)n1	-23	82*	-4	1	76*	-6	10	-33
41	CC1(c2ccccc2)NCCN2C(=O)CSC21 (centres undefined)	-6	-6	-5	-7	2	-4	2	15
